Bioassay records as filed in PubChem BioAssay.
mcGAS MS inh: mouse cGAS inhibition by mass spec | Q8C6L5 | recombinant mouse cGAS, cGAMP by RapidFire MS | inhibition, % at 12.5 µM | 0.18% of 130,000 active | AID 1259397;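 active means inhibition of cGAS enzyme activity at or above 60%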;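 further: enzyme stimulated by 45 bp dsDNA with ATP and GTP substrates; cGAMP share of summed cGAMP plus half ATP and half GTP signals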
Target sequence (Q8C6L5 whole entry, looked up): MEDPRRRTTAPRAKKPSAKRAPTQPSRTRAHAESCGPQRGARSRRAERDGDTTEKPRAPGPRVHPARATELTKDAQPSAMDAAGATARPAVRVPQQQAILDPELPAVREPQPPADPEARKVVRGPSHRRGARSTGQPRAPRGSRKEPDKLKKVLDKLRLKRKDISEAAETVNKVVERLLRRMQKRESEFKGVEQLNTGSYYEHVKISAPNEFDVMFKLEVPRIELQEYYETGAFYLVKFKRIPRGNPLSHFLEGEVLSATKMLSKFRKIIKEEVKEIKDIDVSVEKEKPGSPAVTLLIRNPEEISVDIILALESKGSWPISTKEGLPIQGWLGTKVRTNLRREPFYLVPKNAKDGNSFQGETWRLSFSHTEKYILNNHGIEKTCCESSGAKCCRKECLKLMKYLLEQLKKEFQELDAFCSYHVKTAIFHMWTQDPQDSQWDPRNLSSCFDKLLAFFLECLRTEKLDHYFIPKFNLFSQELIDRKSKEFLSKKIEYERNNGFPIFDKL
An asterisk follows results filed as active; & = joins results of further samples. Some of the compounds tested. The share of hits here may be higher or lower than overall.

SMILES	mcGAS MS inh
CC1CN(Cc2ccccn2)Cc2cc(Cl)ccc2O1 (configuration not stated)	-10
O=C(Cn1cnc2sc3c(c2c1=O)CCC3)NCCC1=CCCCC1	-4
O=C(Nc1cc(Cl)ccc1OCC(F)(F)F)C1CCCN(C(=O)C2CC2)C1 (configuration not stated)	-7
COc1ccc(N2C(=O)CSC2c2ccc(F)cc2)cc1Cl (configuration not stated)	-8
CCOCCn1cnc(-c2ccccc2)c1-c1ccc2c(C)cc(=O)oc2c1	-4
Cc1cc2nc(NC(=O)C3(C)CCCN(C(C)C)C3)[nH]c2cc1C (configuration not stated)	-7
NC(=NO)C(c1ccccc1)c1ccccc1	-22
CCOc1ccccc1-c1nc(CC(=O)NC2CCS(=O)(=O)C2)cs1 (configuration not stated)	-3
O=C(Cn1cnc2ccccc2c1=O)NC1CCc2cc(Cl)ccc21 (configuration not stated)	-14
CCOC(=O)N1CCN(Cc2cnc(S(C)(=O)=O)n2CC2CCCO2)CC1 (configuration not stated)	-6
Cc1ccccc1OCC(=O)NC(C(=O)N/N=C\c1ccc(Cl)c([N+](=O)[O-])c1)C(C)C (configuration not stated)	-3
COc1cc2c(cc1OC)CN(C(=O)NCc1cccc(F)c1)CC2	-8
Cc1nc2c(c(N3CCCC3)n1)CCN(C(=O)c1occc1C)C2	-12
COCc1nc(N2CCc3[nH]nc(C4CCC4)c3C2)c2cnn(C)c2n1	-3
Cn1ncnc1-c1ccnc(N2C[C@H]3CC[C@H]2C3)n1	2
Cc1cc(NC(=O)CNC2CCCCC2C)ccc1Br (configuration not stated)	0
Cc1ccc(NC(=O)CC(=O)NCCc2csc(C(C)C)n2)cc1	-16
CCC(C)C1CN(Cc2ccc(C)nc2)CCN1 (configuration not stated)	3
CC1CCCN(CC(=O)Nc2sc3c(c2C#N)CCCC3)C1 (configuration not stated)	-3
Cc1nc(N2CCCC2)nc(-c2ccc(F)c(CO)c2)c1C	-17
COc1ccccc1-n1cc(C(=O)N[C@@H]2C[C@@H](CO)N(C)C2)cn1	-8
O=S(=O)(NN=Cc1c[nH]c2ccccc12)c1ccc(Br)cc1	-7
CC(NC(=O)c1cn[nH]n1)C(c1ccccc1)c1ccccc1 (configuration not stated)	-6
CN(Cc1ncc(C(C)(C)C)o1)C1CC(=O)N(Cc2ccccc2)C1=O (configuration not stated)	-2
Cc1cc(C)n(-c2ccc(S(N)(=O)=O)cc2)n1	-20

As a short view, two of the compounds above:
SMILES	mcGAS MS inh
CN(Cc1ncc(C(C)(C)C)o1)C1CC(=O)N(Cc2ccccc2)C1=O (configuration not stated)	-2
Cc1cc(C)n(-c2ccc(S(N)(=O)=O)cc2)n1	-20

The listing continues.
SMILES	mcGAS MS inh
O=S(=O)(c1ccc(Cl)c(N=Cc2ccc(F)c(F)c2)c1)N1CCCC1	13
Cc1nn(C)c(C)c1CN(C)Cc1cccc(C(=O)Nc2c(C)noc2C)c1	-14
CCCNC(=O)CCCC(=O)N1CCN(c2ccnc(-c3ccccc3)n2)CC1	-2
O=C1OCCN1c1ccc(NC(=O)N2CCCCCC2c2ccncc2)cc1 (configuration not stated)	-1
CCC(C)(C)NS(=O)(=O)c1ccc2c(c1)CCC(=O)N2	-3
O=S(=O)(NCC1(O)CCCC1)c1cc(F)ccc1F	-7
COc1ccc2c(=O)c3c(=O)n(CCc4ccccc4)c(C)nc3oc2c1	-10
Cc1nc(CN(C)C(=O)C2c3ccccc3-c3ccccc32)no1	-12
CCCCNC(=O)CN(C)C(=O)c1cccc(-c2ccc(O)cc2)c1	-9
COCC(C)NCc1ccc(C(=O)OC)cc1 (configuration not stated)	7
CCOC(=O)C(C)(C)Sc1nc2c(c(=O)n1-c1ccccc1)SCC2	-8
Cc1cc(C)n(CCNC(=O)C(C)(C)NC(=O)c2cccs2)c(=O)n1	5
CCCN(Cc1nc2cc(Cl)ccc2c(=O)[nH]1)C(=O)COc1cc(C)cc(C)c1	0
O=[N+]([O-])c1ccc(C=NNC(=S)Nc2ccc(Cl)cc2)o1	-10
CCSc1ccc(C(=O)N(C)Cc2csc(CC)n2)cn1	-7
CNC(=O)c1noc(CN2CCCC(N3CCCC3=O)C2)n1 (configuration not stated)	9
CCc1c(C)nn(CC(=O)NCc2cccnc2N2CCN(C)CC2)c1C	-26
CC(Cn1cncn1)NCc1c(C(=O)N2CCc3ccccc3C2)nc2ccc(Cl)cn12 (configuration not stated)	-8
COc1ccc(C)cc1-c1csc(Cn2ccc(=O)[nH]c2=O)n1	2
CCNS(=O)(=O)c1ccc2c(c1)CCN2C(C)=O	-4
O=C(CN1C(=O)CCC1=O)Nc1ccc2c(c1)C(=O)N1CCCCC1CCO2 (configuration not stated)	-6
CS(=O)(=O)N1C[C@H]2CNC[C@@]2(C(=O)NC2Cc3ccccc3C2)C1	-28
CCc1ccccc1NC(=O)Nc1cn(CC)c2ccccc12	-4
CC(N)=C(C#N)C(=O)COC(=O)C=Cc1ccc(Br)o1	1
COc1ccc(C2=NNc3nc4c5ccccc5nc(=O)n4nc3C2)cc1	6

Some of the entries so far, with each value named.
> CCC(C)(C)NS(=O)(=O)c1ccc2c(c1)CCC(=O)N2
  mcGAS MS inh: -3

> O=S(=O)(NCC1(O)CCCC1)c1cc(F)ccc1F
  mcGAS MS inh: -7

> COc1ccc2c(=O)c3c(=O)n(CCc4ccccc4)c(C)nc3oc2c1
  mcGAS MS inh: -10

More results follow:
SMILES	mcGAS MS inh
COC(=O)C1(C(=O)OC)CC1(C(=O)OC)C(=O)OC	-8
Cc1cc(C(=O)CSc2nc(N)nc(N)n2)c(C)n1CCC1=CCCCC1	-3
CCOc1ccc2ccccc2c1C(=O)N1CCN(c2ncnc3c2nnn3CC)CC1	-4
CC1CC(OC(=O)C(C)NC(=O)OC(C)(C)C)C(=O)O1 (configuration not stated)	-1
O=C1OC(c2ccc3c(c2)OCO3)=NC1=Cc1ccsc1	-8
CC(=O)Nc1cccc(C(=O)N2CCN(c3ccccc3F)CC2)c1	-10
COC(=O)c1cn([C@@H]2C[C@@H](C(=O)Nc3ccc4c(c3)COC4)N(Cc3cc(C)c(OC)cc3C)C2)nn1	5
CC(OC(=O)c1ccc(CO)cc1)C(=O)N(C)c1ccccc1 (configuration not stated)	-1
CC1CC(C)CN(CCOCCSc2ccccc2)C1 (configuration not stated)	-3
CC(C)Cc1nc(C(=O)NCC2CCC2)cs1	2
N#CC(C(=S)Nc1ccccc1)c1nnc(N2CCOCC2)n1-c1ccccc1 (configuration not stated)	-7
CCCCn1c(=O)c2c(nc3n(CC4CCCO4)c(C)cn23)n(C)c1=O (configuration not stated)	-5
Cc1ccc(NC(=O)c2sc(=O)n(Cc3ccc(F)cc3)c2C)cc1	-8
OCc1ccc(Cl)c(NCc2cnc(Cl)s2)c1	-5
O=C1CC(C(=O)Nc2ccc(OCc3noc(C4CC4)n3)cc2)CC(=O)N1	-11
Cn1cc(S(=O)(=O)Nc2ccccc2-c2nnc3n2CCCCC3)cn1	0
COc1ncc(-c2nccn2Cc2cnn(C(C)C)c2)cn1	-2
CCCSc1nsc(NC(=O)CN2CCCC(C(F)(F)F)C2)n1 (configuration not stated)	-5
CCC(NC(=O)c1cc(Cl)cc(Cl)c1)c1noc(C)n1 (configuration not stated)	0
CCc1oc(C(=O)Nc2ccc(C)c(S(N)(=O)=O)c2)cc1C	-13
COc1ccc(/C=C/C2=NC(=C\c3cccc(Br)c3)/C(=O)O2)cc1	-11
Cc1nn(-c2ccccc2)c(C)c1NS(=O)(=O)c1ccc2c(c1)CC(=O)N2C	-14
CCNC(=O)Cc1csc(-c2cccc(Br)c2)n1	-16
COc1ccccc1OCC(=O)NCC1CCCN(C(=O)Cn2nc3ccccc3n2)C1 (configuration not stated)	-5&1
Cc1cc(C(=O)CSc2nnc(N)s2)c(C)n1C(C)C	-4

Carrying on.
SMILES	mcGAS MS inh
Cc1cnc(C)c(N2CCCC(CO)(CCOc3ccccc3)C2)n1 (configuration not stated)	-10
O=C(CCn1nnnc1CN1CCOCC1)N1CCN(Cc2cccc(Cl)c2)CC1	-2
O=C(c1c(O)c2ccccc2oc1=O)C1CCC1	-2
O=C(NCCc1ccc(F)cc1)C1CCCN(S(=O)(=O)c2cccs2)C1 (configuration not stated)	-1
CN(C)C=Nc1c(C#N)cnn1-c1ncnc2sc3c(c12)CCC3	-20
O=C(Nc1ccc(Cl)cn1)N1CC[C@H](O)C1	-38
CCC(=O)Nc1ccc(S(=O)(=O)NCCn2nc(-c3ccncc3)ccc2=O)cc1	-11
COc1ccc(-c2oc(N)c(C#N)c2-c2ccc(OC)cc2)cc1	-11
O=C(CNC1CCCCC1)N(Cc1ccccc1)Cc1ccco1	-13
O=C(NCCCN1CCCC1=O)C(C1CCCC1)N1CCN(C(=O)c2ccccc2)CC1 (configuration not stated)	-3
COc1ncc(CN2CCCC(c3n[nH]c(=O)n3-c3ccccc3)C2)cn1 (configuration not stated)	7
C=CCONC(=O)c1ccc2nc(-c3cccnc3)[nH]c2c1	-2
Cc1nsc(N2CCN(C(=O)Cc3cccc(O)c3)CC2)n1	-16
CCOC(=O)C1(Cc2ccccc2C)CCCN(C(=O)Nc2cc(OC)ccc2OC)C1 (configuration not stated)	-6
Cc1ncsc1CCC(=O)NCc1snnc1C(C)C	-3
COc1ccc(CN(C(=O)C(C)C)c2ccncc2)cc1	-2
CC(NC(=O)c1cccc(NC(N)=O)c1)c1ccc(OC(F)(F)F)cc1 (configuration not stated)	8
CCC(=O)C1=C(c2ccc(OC)c(OC)c2)N(C(=O)CC)n2cnnc2S1	-5
Cc1nc(CN(C)C(=O)C2CCC(=O)N(CCc3cccc(F)c3)C2)cs1 (configuration not stated)	-8
Oc1c2cccnc2cn1Cc1cc(-c2ccco2)on1	-5
CC1CCc2c(sc3c2C(=O)NC2=C(C#N)C(c4ccccc4)(C(F)(F)F)NC(=O)N23)C1 (configuration not stated)	22
CC1CCCN(C(=O)COC(=O)c2c(NC(=O)c3ccco3)sc3c2CCC3)C1 (configuration not stated)	-10
COc1c(Cl)cc(C(=O)Nc2ncn[nH]2)cc1Cl	0
N=C1/C(=C\c2ccc(Br)o2)C(=O)N=C2SC(C34CC5CC(CC(C5)C3)C4)=NN12	2
Cc1ccc(NC(=O)c2ccc(S(N)(=O)=O)c(C)c2)cc1C	-11

Structures shown so far containing a nitro group on carbon, in the order listed:
SMILES	mcGAS MS inh
Cc1ccccc1OCC(=O)NC(C(=O)N/N=C\c1ccc(Cl)c([N+](=O)[O-])c1)C(C)C (configuration not stated)	-3
O=[N+]([O-])c1ccc(C=NNC(=S)Nc2ccc(Cl)cc2)o1	-10

New compounds follow.
SMILES	mcGAS MS inh
CCOCC(O)CNC(=O)c1cc(COc2ccc(F)cc2Cl)on1 (configuration not stated)	4
CC(Sc1nnc(SC(C)C(=O)NC2CCCC2)s1)C(=O)NC1CCCC1 (configuration not stated)	2
Cc1ccc(S(N)(=O)=O)cc1C#N	-7
Cc1nnc2c(NC3CC3)nc3ccccc3n12	-4
O=C(NCc1ncn[nH]1)C1CCCN(C2CCN(Cc3cccnc3)CC2)C1 (configuration not stated)	-3
CCOC(=O)C1(Cc2ccc(OC)cc2)CCN(C(=O)[C@H](CCSC)NC(C)=O)CC1	3
Cc1ccc(OCCC(=O)NCCc2ccc(OC(F)F)cc2)cc1	-1
COC(=O)C(c1ccc(Br)cc1)N(C)Cc1ccccn1 (configuration not stated)	-2

Fetched by structure from the entries so far (7):
SMILES	mcGAS MS inh
COC(=O)c1cn([C@@H]2C[C@@H](C(=O)Nc3ccc4c(c3)COC4)N(Cc3cc(C)c(OC)cc3C)C2)nn1	5
O=C(c1c(O)c2ccccc2oc1=O)C1CCC1	-2
Cc1ccc(OCCC(=O)NCCc2ccc(OC(F)F)cc2)cc1	-1
Cc1nn(C)c(C)c1CN(C)Cc1cccc(C(=O)Nc2c(C)noc2C)c1	-14
CCSc1ccc(C(=O)N(C)Cc2csc(CC)n2)cn1	-7
CC(Cn1cncn1)NCc1c(C(=O)N2CCc3ccccc3C2)nc2ccc(Cl)cn12 (configuration not stated)	-8
Cc1nc(CN(C)C(=O)C2CCC(=O)N(CCc3cccc(F)c3)C2)cs1 (configuration not stated)	-8
